HCV core dimer = blocks dimerization of HCV core protein | TR-FRET GST/Flag-core106 dimerization, 1536-well | inhibition, % at 5 µM | 300,000 compounds, 0.33% hits;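 active means inhibition above the mean of all tested compounds plus 3 SD, set per screening campaign, cut at about 45% in these data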
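Material: Tagged HCV core106 pair (GST and Flag) | Amount: GST-core106 13.5 nM, Flag-core106 17 nM | Medium: KF-containing HEPES buffer, pH 7.45, DTT, CHAPS, BSA | Reagent: Eu donor and XL665 acceptor anti-tag antibodies | Schedule: 4 h at 22.5 °C | Technique: Time-resolved FRET, ex 340 nm, em 617 and 671 nm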
proCasp3 act = activates human procaspase-3; P42574; recombinant procaspase-3 D3A, Ac-DEVD-pNA absorbance 405 nm; activation, % at 8.5 µM; 330,000 compounds, 0.11% hits; AID 463141;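 active means activation above the mean of all tested compounds plus 3 SD, cut at about 21% in these data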;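 further: 0% = DMSO alone and 100% = DMSO wells spiked with extra 5 µM PC-3 D3A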
Target sequence (P42574 whole entry D9A/D28A/D175A): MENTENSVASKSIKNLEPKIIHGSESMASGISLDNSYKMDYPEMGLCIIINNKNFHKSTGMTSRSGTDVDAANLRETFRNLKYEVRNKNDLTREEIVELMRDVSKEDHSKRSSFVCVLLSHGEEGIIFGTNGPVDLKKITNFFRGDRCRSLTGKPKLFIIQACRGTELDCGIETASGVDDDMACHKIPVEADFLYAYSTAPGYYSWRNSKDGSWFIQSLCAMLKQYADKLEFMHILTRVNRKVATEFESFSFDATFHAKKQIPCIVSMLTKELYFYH
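material = Procaspase-3 D3A mutant | probe or stimulus = Ac-DEVD-pNA | compound = single dose, 8.5 µM nominal compound, 0.8% DMSO | timing = 1 h preincubation, 2 h reaction | measured by = 405 nm absorbance of p-nitroaniline, reads at 0 and 120 min | benchmarks = DMSO-only low control, 5 µM PC-3 D3A high control | repeats = singlicate, each compound tested once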
AHR act = activates the human aryl hydrocarbon receptor; P35869; AHR-responsive luciferase reporter cells, luminescence; activation, % at 5 µM; 320,000 compounds, 2.5% hits; AID 2796; in the data active means activation above about 47%;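 further: 0% = vehicle wells and 100% = reference agonist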
Target sequence (P35869 whole entry, looked up): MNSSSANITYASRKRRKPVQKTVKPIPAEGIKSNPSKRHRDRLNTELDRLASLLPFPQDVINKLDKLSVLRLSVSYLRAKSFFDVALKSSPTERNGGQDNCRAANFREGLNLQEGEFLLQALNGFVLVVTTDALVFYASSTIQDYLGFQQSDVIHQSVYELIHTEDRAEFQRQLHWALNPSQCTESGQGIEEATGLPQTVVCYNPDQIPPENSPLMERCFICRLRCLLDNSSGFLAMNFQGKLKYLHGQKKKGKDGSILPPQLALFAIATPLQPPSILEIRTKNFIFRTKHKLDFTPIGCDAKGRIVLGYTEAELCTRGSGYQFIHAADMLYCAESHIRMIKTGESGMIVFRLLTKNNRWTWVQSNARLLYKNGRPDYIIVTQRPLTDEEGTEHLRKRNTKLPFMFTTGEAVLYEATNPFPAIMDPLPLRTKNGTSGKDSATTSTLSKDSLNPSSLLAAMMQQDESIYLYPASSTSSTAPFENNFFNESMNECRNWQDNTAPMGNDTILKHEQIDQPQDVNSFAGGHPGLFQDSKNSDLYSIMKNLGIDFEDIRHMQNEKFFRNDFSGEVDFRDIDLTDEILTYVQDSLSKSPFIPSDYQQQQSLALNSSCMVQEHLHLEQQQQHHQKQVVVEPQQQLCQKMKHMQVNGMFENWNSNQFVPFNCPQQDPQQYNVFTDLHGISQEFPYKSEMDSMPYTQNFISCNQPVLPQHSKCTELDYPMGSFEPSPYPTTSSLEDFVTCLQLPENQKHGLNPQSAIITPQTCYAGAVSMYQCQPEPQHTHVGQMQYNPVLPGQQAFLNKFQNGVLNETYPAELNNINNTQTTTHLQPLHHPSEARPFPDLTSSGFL
TPT1 inhibitor = inhibitors of Candida albicans tRNA 2'-phosphotransferase TPT1; 300,000 compounds, 0.81% hits; inhibition, % at 5 µM; recombinant caTPT1, FP RNA substrate dephosphorylation;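 active means inhibition above the mean of all tested compounds plus 3 SD, set per screening campaign, cut at about 24% in these data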;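 further: plate controls were DMSO alone for no effect and ferristatin control at 100 nM for full effect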
PAFAH2 FP inh = inhibitors of human PAFAH2; Q99487; recombinant PAFAH2, FP-rhodamine activity probe, fluorescence polarization; inhibition, % at 3.39 µM; 340,000 compounds, 0.99% hits;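 active means inhibition above the mean over all tested compounds plus 3 SD, cut at about 30% in these data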;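 further: inhibitors block probe labeling of enzyme so polarization drops; 0% = enzyme with DMSO and 100% = wells lacking PAFAH2 protein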
Fh CTSL1 inh = counter-screen for PFM18AAP inhibitors: inhibitors of F. hepatica cathepsin L1 | recombinant F. hepatica cathepsin L1, Z-Leu-Arg-MCA fluorescence | inhibition, % at 5.96 µM | 300,000 compounds, 0.49% hits | AID 1906;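 active means inhibition above the mean of all tested compounds plus 3 SD, set per screening campaign, cut at about 17% in these data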;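 further: 0% = plate median of test compound wells and 100% = 1 µM Z-Phe-Ala-diazomethylketone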
procasp7 counter = counter-screen for procaspase-3 activators: activators of human procaspase-7. recombinant procaspase-7, Ac-DEVD-pNA absorbance 405 nm; D23A/D198A/D206A triple mutant, cannot self-cleave; scale: DMSO 0, 5 µM enzyme 100. activation, % at 8.5 µM. P55210. 330,000 compounds, 0.093% hits;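 active means percent activation above the screen-wide mean plus 3 SD, cut at about 25% in these data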
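Detection: p-Nitroaniline absorbance at 405 nm, read at 0 and 120 min; system: Uncleavable procaspase-7 mutant enzyme; evaluation: % activation from two-timepoint absorbance difference, scaled to controls; times: 1 h enzyme–compound preincubation and 2 h substrate reaction, both 25 °C; buffer or medium: Zinc-free HEPES pH 7.4 with 300 mM NaCl, 0.01% Triton X-100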
PP5 primary = blocks human protein phosphatase 5 activity | P53041 | purified PP5c, OMFP substrate fluorescence | 320,000 compounds, 0.18% hits | AID 1987 | inhibition, % at 6.7 µM;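 active means inhibition above the campaign's mean inhibition across all tested compounds plus 3 SD, cut at about 9.5% in these data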;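 further: 0% = DMSO only and 100% = 100 µM cantharidin control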
PP1 counter = PP1-alpha (human) inhibition in PP5 counter-screen. P62136. inhibition, % at 6.7 µM. purified PP1alpha, OMFP fluorescence. 320,000 compounds, 0.9% hits;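 active means inhibition above the mean inhibition of all tested compounds plus 3 SD, computed separately for each screening campaign, cut at about 15% in these data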
An asterisk follows results filed as active; . = no result given.

SMILES	HCV core dimer	proCasp3 act	AHR act	TPT1 inhibitor	PAFAH2 FP inh	Fh CTSL1 inh	procasp7 counter	PP5 primary	PP1 counter
O=C(N/N=C/c1cccc(O)c1)c1cc(-c2ccc3c(c2)OCO3)n[nH]1	-15	-6	117*	0	1	-1	-8	5.4	-1
O=c1[nH]c2cc3c(cc2cc1C(c1nnnn1Cc1ccccc1)N1CCCCCC1)OCCO3 (stereo not drawn)	4	-4	0	13	12	4	-6	-1.6	3
CC(NS(=O)(=O)c1ccccc1)C(=O)NC1CCCC1 (stereo not drawn)	7	-4	0	1	-12	3	0	-0.6	1
O=C(N1CCOCC1)N1CCN(S(=O)(=O)N2CCOCC2)CC1	-12	-3	2	-12	0	-1	3	0.3	-2
CCOC(=O)C1=CC[C@@H](c2ccccc2Cl)N(S(=O)(=O)c2ccc(C)cc2)[C@H]1C(=O)OCC	.	7	-2	.	4	.	19	1.8	-1
CC(=O)OCc1nc2sc(C)c(C)c2c(=O)[nH]1	0	5	9	3	-1	-3	-1	-0.7	-2
CCS(=O)(=O)N1N=C(c2cccc(NS(C)(=O)=O)c2)CC1c1ccccc1 (stereo not drawn)	-11	-5	-1	15	-2	-3	-2	0.9	-4
COc1ccc(F)cc1S(=O)(=O)NCc1ccccc1	-6	0	0	0	0	2	-1	0.3	0
CN1C2CCC1CC(NC(=O)CSc1ccc(C(C)(C)C)cc1)C2 (stereo not drawn)	3	-2	2	-1	-6	4	10	-0.5	-4
COc1cccc(NC(=O)[C@H](CC(C)C)NC(=O)[C@@H]2Cc3ccccc3CN2)c1	-1	8	4	-2	-1	2	-10	1.6	1
O=C(NNS(=O)(=O)c1ccccc1)c1ccc([N+](=O)[O-])cc1	4	7	0	0	0	1	-3	0.8	-6
O=[N+]([O-])c1ccc(COc2cccnc2)cc1	-2	1	2	-7	-1	2	7	0.6	0
C/C(CC(=O)N1CCN(C=O)CC1)=N\NC(=O)c1cc2ccccc2cc1O	-2	6	17	0	8	1	-14	2.5	9
CC(=O)Nc1ccc(Cl)cc1C1COC(=O)C1=N (stereo not drawn)	-6	2	5	4	-11	-5	-16	4.6	-3
COc1ccc(CCNC(=O)C2CC3Cn4c(nc5ccccc54)C3N2Cc2ccccc2)cc1 (stereo not drawn)	-16	4	3	-2	-6	2	-1	-0.1	-1
O=C(CN1CCCC1)Nc1c(Cl)cccc1Cl	1	2	1	0	0	-1	-9	-1.2	-2
COc1cc2c(cc1OC)CN(C(=O)C1CCCN1S(=O)(=O)c1ccc(F)cc1)CC2 (stereo not drawn)	-11	1	1	-2	-7	-3	-6	2.0	2
Cc1c(C(=O)N/N=C/C(C)C)[nH]c2ccc([N+](=O)[O-])cc12	-3	3	30	0	3	4	-4	4.8	4
CN(C)/C=C1/C=C(c2ccccc2)OC1=O	-9	-7	-3	4	1	8	-4	1.6	-1
C=CCNc1ncnc2sc(SC)nc12	-1	3	4	-1	-4	2	5	-1.9	-2
O=C(NCCN1CCOCC1)c1ccc(Cl)cc1[N+](=O)[O-]	-4	-2	1	0	4	7	1	-2.5	-4
Cc1ccc(-c2cc(C(=O)N/N=C/c3ccco3)n[nH]2)s1	-1	6	31	1	-6	1	17	1.0	-2
C/C(N)=C(\C#N)C(=O)NCc1ccccn1	4	9	3	-1	7	2	-5	-1.3	-2
COc1ccc(C(=O)COc2cccc(NC(=O)c3ccco3)c2)cc1	-5	-3	13	1	-5	-3	-4	-6.1	-4
COc1ccc(-c2cn3cc(C)ccc3n2)cc1F	2	-6	-13	-8	0	6	1	1.7	0
CN1CCN(NC(=S)NC(C)(C)CC(C)(C)C)CC1	-4	-5	0	0	0	0	11	1.5	-2
O=C(NCCO)C(=O)NCC1OCCCN1S(=O)(=O)c1cccs1 (stereo not drawn)	6	1	0	-2	-2	3	-7	-1.1	-3
COc1ccc(OC)c(NC(=O)C(CC(=O)O)Cc2ccc(Cl)cc2)c1 (stereo not drawn)	-3	3	-1	0	2	1	1	-3.2	7
C[C@H](CO)N1C[C@H](C)[C@@H](CN(C)C(=O)Nc2ccc(C(F)(F)F)cc2)Oc2ccc(NC(=O)Nc3ccc(C(F)(F)F)cc3)cc2C1=O	.	-7	1	.	-52	.	10	.	.
COc1cc(C2NC(=O)NC(C)=C2C(=O)OC(C)(C)C)ccc1OCC(=O)O (stereo not drawn)	-2	5	-3	-3	-4	7	14	-1.5	-5
Cc1nnc(SCC(=O)c2ccc(Br)cc2)s1	-2	0	3	-4	-2	-1	13	-0.8	-3
CSC(=Nc1cccc(C)c1)NC#N	3	-10	8	0	2	3	0	-1.7	-3
CC1CCc2sc(C(=O)NC3CCN(Cc4ccccc4)CC3)cc2C1 (stereo not drawn)	.	10	4	.	-2	.	-7	2.2	0
Cc1cccc(-c2oc3ccccc3c2-c2ccc3c(c2)OCO3)c1	-28	-6	11	0	-5	-1	-4	-2.7	-10
N#CC(=C=[N-])c1nc2ccccc2nc1-[n+]1cccc(NC(=O)c2cccs2)c1	-9	-7	3	0	3	12	-16	-0.8	6
O=C(Cn1cnc2c(nnn2Cc2ccccc2)c1=O)NCc1ccco1	21	9	5	-5	-8	-2	-1	-0.8	-1

Shown field by field: entries from further up
CCOC(=O)C1=CC[C@@H](c2ccccc2Cl)N(S(=O)(=O)c2ccc(C)cc2)[C@H]1C(=O)OCC
  HCV core dimer = . | proCasp3 act = 7 | AHR act = -2 | TPT1 inhibitor = . | PAFAH2 FP inh = 4 | Fh CTSL1 inh = . | procasp7 counter = 19 | PP5 primary = 1.8 | PP1 counter = -1
CC(=O)OCc1nc2sc(C)c(C)c2c(=O)[nH]1
  HCV core dimer = 0 | proCasp3 act = 5 | AHR act = 9 | TPT1 inhibitor = 3 | PAFAH2 FP inh = -1 | Fh CTSL1 inh = -3 | procasp7 counter = -1 | PP5 primary = -0.7 | PP1 counter = -2
CCS(=O)(=O)N1N=C(c2cccc(NS(C)(=O)=O)c2)CC1c1ccccc1 (stereo not drawn)
  HCV core dimer = -11 | proCasp3 act = -5 | AHR act = -1 | TPT1 inhibitor = 15 | PAFAH2 FP inh = -2 | Fh CTSL1 inh = -3 | procasp7 counter = -2 | PP5 primary = 0.9 | PP1 counter = -4
COc1ccc(F)cc1S(=O)(=O)NCc1ccccc1
  HCV core dimer = -6 | proCasp3 act = 0 | AHR act = 0 | TPT1 inhibitor = 0 | PAFAH2 FP inh = 0 | Fh CTSL1 inh = 2 | procasp7 counter = -1 | PP5 primary = 0.3 | PP1 counter = 0

Additional records follow:
SMILES	HCV core dimer	proCasp3 act	AHR act	TPT1 inhibitor	PAFAH2 FP inh	Fh CTSL1 inh	procasp7 counter	PP5 primary	PP1 counter
Clc1ccc(/C=N/Nc2nnc(Cl)c3ccccc23)cc1	0	7	28	-3	2	0	0	0.3	-3
COc1ccc(-n2c(O)c(/C=N/NS(=O)(=O)c3cc(C)ccc3C)c3ccccc3c2=O)cc1OC	14	-3	-1	109*	-58	3	-2	-1.5	-3
Cc1ccc(C(=O)N2CCCCCC2)cc1S(=O)(=O)N1CCOCC1	-10	0	0	2	-4	3	-4	3.6	2
COc1cccc(CC(=O)OCC(=O)N(C)CC(=O)Nc2ccc(F)cc2)c1	-2	-7	-4	-1	5	-5	1	2.5	0
COc1ccc(Cl)cc1NC(=O)CCS(=O)(=O)c1ccc(C)cc1	-7	2	6	0	0	1	9	1.5	5
CC(C)N1C(=O)CC(Nc2ccc(N3CCOCC3)cc2)C1=O (stereo not drawn)	-1	-11	35	-4	-5	-3	-24	1.6	-3
CNC(=O)CSc1nc2ccccc2c(=O)n1-c1cc(OC)ccc1OC	-6	-2	1	-3	0	4	7	-1.2	0
O=C(CCCn1c(=S)[nH]c2ccccc2c1=O)N1CCN(c2cccc(Cl)c2)CC1	0	-3	3	-1	-2	4	3	0.5	1
Cc1cc(C)nc(/N=C(\N)Nc2ccccc2-c2ccccc2)n1	4	4	9	-5	11	1	1	2.4	-2
CCOC(=O)C1C(=O)CC(C)(O)C(C(=O)OCC)C1c1ccco1 (stereo not drawn)	0	5	1	-2	7	-3	0	-1.1	-7
COc1ccccc1-c1nnc(NC(=O)CCS(=O)(=O)c2ccccc2)o1	6	0	22	2	3	0	-7	3.4	0
CCc1nnc(NS(=O)(=O)c2ccc(NC(=S)NC(=O)/C=C/c3ccc([N+](=O)[O-])cc3)cc2)s1	-2	-12	2	1	-6	5	-12	1.2	2
O=C(CCC1CCCN(c2ncccn2)C1)NCc1ccccc1F (stereo not drawn)	-1	0	4	0	-3	1	-10	-3.1	-2
O=C(C1=C(O)C(=O)N(CCN2CCOCC2)C1c1cccs1)c1cc2ccccc2o1 (stereo not drawn)	9	-68	13	55*	-1	-1	-68	-0.2	4
COc1ccc(OC)c(NC(=O)C(=O)NNC(=O)C23CC4CC(CC(C4)C2)C3)c1	1	5	20	-4	.	-5	8	-1.4	-2
Cc1ccc(S(=O)(=O)N2CCN(C(=O)CCC(=O)NCc3cccc(C(F)(F)F)c3)CC2)cc1	-5	11	1	-2	4	2	-3	1.5	2
Cc1c(C(=O)N2CCc3ccccc3C2)oc2ccc(S(=O)(=O)N3CCCCCC3)cc12	14	-1	1	0	4	0	-3	3.1	4
Cn1c(=O)c2c(ncn2CC(O)CNc2ccc(Br)cc2)n(C)c1=O (stereo not drawn)	-4	1	40	-4	2	3	-10	1.2	-2
CCOC(=O)C1=NOC(CN(c2ccccc2)S(=O)(=O)c2ccc(Cl)cc2)C1 (stereo not drawn)	11	-5	-1	0	4	0	9	3.1	-2
CCn1c(SCc2nnc(-c3ccccc3)o2)nnc1-c1ccc(S(=O)(=O)N2CCCC2)cc1	2	4	0	0	-3	0	-6	3.4	-2
O=S(=O)(c1ccc(-c2csc(-c3cccnc3)n2)cc1)N1CCCC1	5	4	0	1	1	-4	-1	3.6	-3
CSc1nnc(-c2cnccn2)n1C	-3	6	-2	1	0	1	-6	3.1	4
CC(C)c1ccc(C(=O)N2CCCN(C(=O)c3ccc(C(C)C)cc3)CC2)cc1	15	-3	1	0	6	0	-2	2.3	1
Cc1ccc(CNC(=O)CCCn2c(=O)c3ccccc3n(CC(=O)NC3CCCC3)c2=O)cc1	3	5	-2	-2	-1	3	12	-0.1	-2
CCc1nnc(NC(=O)CSc2nnc(Cc3cccn3C)n2C)s1	-5	-12	2	-2	-1	-3	-14	1.9	5
O=C(CS(=O)(=O)c1cn(CC(=O)N2CCCC2)c2ccccc12)Nc1ccccc1F	-14	2	-3	-3	2	4	1	2.4	7
Cc1nn(Cc2noc(C(=O)NCc3ccc4c(c3)OCO4)n2)c(C)c1Br	-7	-4	1	-3	-1	1	3	0.1	-3
CCOc1ccc(NC(=O)C2CC(=O)N(c3ccccc3F)C2)cc1 (stereo not drawn)	-4	7	1	-5	10	-3	4	0.4	-2
O=C(/C=C/c1cccc(F)c1)OCC(=O)N1CCCC1	.	-5	0	.	1	.	6	.	.
CC(C)CCN1CCN(Cc2cccc(-n3cccn3)c2)CC1CCO (stereo not drawn)	-4	6	2	1	1	0	6	0.3	0
O=C(C1CC1)N1CCc2cc(S(=O)(=O)NCC3COc4ccccc4O3)ccc21 (stereo not drawn)	14	-5	6	5	-2	-4	-11	0.5	-1
